Screening data (PubChem BioAssay)
Diaph inh CS = diaphorase inhibitors and chemical oxidizers, primary screen, counter-screen for diaphorase-coupled primary assays, biochemical, uHTS, resorufin fluorescence | inhibition, % at 20 µM | diaphorase resazurin-to-resorufin fluorescence, NADH, 16 min; bacterial (C. kluyveri) enzyme, not human | AID 1217, 2008 | 190,000 compounds, 0.69% hits;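 active = primary screen inhibition at 20 µM above a set limit, cut at about 50% in these data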;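 note: plate controls were DMSO with full reaction for no effect and wells lacking NADH for full effect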
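material = Clostridium kluyveri diaphorase enzyme | amount = 0.14 U/mL diaphorase, enzyme working solution | schedule = incubation 16 min, room temperature | detection = fluorescence of resorufin formed from resazurin, Ex 544/Em 590 nm | benchmarks = positive control minus NADH, DMSO neutral control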
PPARg SRC-3 ag = PPARgamma agonists recruiting SRC-3 coactivator, primary screen, biochemical. 200,000 compounds, 0.26% hits. AID 731, 2007. biochemical PPARgamma/SRC-3 coactivator recruitment assay. activation, % at 8 µM. Peroxisome proliferator-activated receptor gamma (Homo sapiens), P37231; in the data active = activation above about 23%;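 note: 0% = DMSO and 100% = reference agonist; some compounds past the cut are filed as inactive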
Target sequence (P37231 whole entry, looked up): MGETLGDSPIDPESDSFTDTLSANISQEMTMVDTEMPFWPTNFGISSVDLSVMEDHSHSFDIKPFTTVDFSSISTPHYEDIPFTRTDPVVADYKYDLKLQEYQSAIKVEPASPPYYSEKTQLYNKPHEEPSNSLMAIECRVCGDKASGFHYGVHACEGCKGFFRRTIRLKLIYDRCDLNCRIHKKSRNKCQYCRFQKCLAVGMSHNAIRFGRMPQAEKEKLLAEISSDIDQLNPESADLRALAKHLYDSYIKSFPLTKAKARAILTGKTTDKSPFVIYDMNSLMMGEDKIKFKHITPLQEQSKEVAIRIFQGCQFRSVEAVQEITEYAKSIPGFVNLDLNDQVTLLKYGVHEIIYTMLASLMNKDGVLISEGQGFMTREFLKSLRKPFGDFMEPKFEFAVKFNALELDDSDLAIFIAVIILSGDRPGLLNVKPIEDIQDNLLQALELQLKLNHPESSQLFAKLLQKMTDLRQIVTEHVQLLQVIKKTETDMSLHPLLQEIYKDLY
TR-FRET SRC-2 ct = TR-FRET signal artefacts, primary screen, artefact control for PPARgamma SRC-2 agonist project, biochemical | TR-FRET artefact counter-screen; hits give high values | TR-FRET ratio at 8 µM | 200,000 compounds, 0.4% hits | AID 1049, 2008; in the data active = TR-FRET ratio above about 2000; note: inactives centre near 1500
Diaphorase act = compounds boosting diaphorase resazurin reduction – biochemical, uHTS, resorufin fluorescence, counter-screen for diaphorase-coupled primary assays, primary screen; Diaphorase/resazurin coupled assay, 16 min; hits give high values; 1 = vehicle wells, 0 = NADH-free wells; activation factor at 20 µM; 190,000 compounds, 0.005% hits; AID 1229, 2008;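 active = diaphorase activity raised at least twofold by the compound at 20 µM; inactive = activation factor below 2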
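Material: purified diaphorase enzyme from Clostridium kluyveri / Medium: HEPES pH 7.4 buffer with MgCl2 and Tween 20 / Schedule: enzyme reaction of 16 min at room temperature / Measured by: resorufin fluorescence, excitation 544 nm, emission 590 nm / Evaluation: rise in resorufin formation, marking diaphorase activation or chemical reduction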
G6PDH counter = L. mesenteroides G6PDH inhibitors, counter-screen for G6PDH-coupled screening assays, biochemical, Leuconostoc mesenteroides enzyme; glucose-6-phosphate dehydrogenase [Leuconostoc mesenteroides]; Purified L. mesenteroides G6PDH, diaphorase/resazurin coupled fluorescence, 45 min; inhibition, % at 5 µM; 200,000 compounds, 0.12% hits; in the data active = inhibition above about 50%
PPARg SRC1 recr = PPARgamma agonists recruiting SRC-1 coactivator, primary screen, biochemical; Peroxisome proliferator-activated receptor gamma (Homo sapiens), P37231; PPARgamma-SRC-1 coactivator recruitment biochemical assay; activation, % at 8 µM; 200,000 compounds, 0.41% hits; AID 631, 2007; in the data active = activation above about 19%;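 note: 0% = DMSO and 100% = reference agonist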
PMI act = activators of human PMI, primary screen, biochemical, fluorescence intensity, near-Km mannose 6-phosphate | 190,000 compounds, 0.005% hits | activation factor at 20 µM | Mannose-6-phosphate isomerase (Homo sapiens), P34949 | purified human PMI, coupled resazurin fluorescence, 20 min; hits give high values; 1 = vehicle control, 0 substrate-free wells | AID 1214, 2008;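 active = activation factor of 2 or more at 20 µM, relative to plate controls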
S1P3 antagonist = S1P3 receptor antagonists, primary screen, cell-based; 170,000 compounds, 0.27% hits; inhibition, % at 4.98 µM; CHO S1P3 NFAT-BLA reporter, FRET fluorescence, antagonist mode; Sphingosine 1-phosphate receptor 3 (Homo sapiens), Q99500;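 active = inhibition above the plate cutoff, the mean inhibition of test wells on that plate plus 3 SD, cut at about 28% in these data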;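 note: cells challenged with S1P at its EC80 of 0.8 µM; blue over green emission ratio from cleaved BLA substrate after 4 h stimulation; 0% = S1P-stimulated wells and 100% = unstimulated DMSO-only wells; some compounds past the cut are filed as inactive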
Target sequence (Q99500 whole entry, looked up): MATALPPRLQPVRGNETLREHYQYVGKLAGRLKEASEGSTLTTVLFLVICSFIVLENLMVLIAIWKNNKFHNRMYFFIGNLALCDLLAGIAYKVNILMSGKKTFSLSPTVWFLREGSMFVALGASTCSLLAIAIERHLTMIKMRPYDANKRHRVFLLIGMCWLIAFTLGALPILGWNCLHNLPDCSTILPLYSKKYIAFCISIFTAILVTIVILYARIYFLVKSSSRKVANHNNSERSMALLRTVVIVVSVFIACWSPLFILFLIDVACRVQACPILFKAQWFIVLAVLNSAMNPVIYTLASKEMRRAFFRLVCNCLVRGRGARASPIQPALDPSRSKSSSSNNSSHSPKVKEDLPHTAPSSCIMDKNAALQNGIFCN
PMI act satM6P = human PMI activators, high substrate, primary screen, biochemical, fluorescence intensity, near-saturating mannose 6-phosphate; activation factor at 20 µM; coupled PMI enzyme assay, resazurin fluorescence, 20 min; hits give high values; 1 = untreated enzyme, 0 = substrate-free blank; AID 1216, 2008; 190,000 compounds, 0.34% hits;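 active = activation factor of 2 or more at 20 µM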
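Technique: Diaphorase-driven resazurin-to-resorufin fluorescence, excitation 544, emission 590 nm | Assay system: Human PMI in coupled enzyme assay | Times: Enzyme reaction with compound 20 min at room temperature | Medium: HEPES-buffered pH 7.4 with magnesium and detergent | Reagent: Mannose-6-phosphate 1.0 mM (near-saturating) plus 0.22 mM NADP+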
PPARg SRC2 recr = agonists of PPARg-SRC-2 recruitment, primary screen, biochemical, HTS; PPARgamma LBD-SRC-2 recruitment; 200,000 compounds, 0.34% hits; activation, % at 8 µM; in the data active = activation above about 22%;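 note: 0% = vehicle and 100% = reference agonist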
ROMK mod = ROMK potassium channel modulators, primary screen, cell-based, thallium flux, MLSMR library; 130,000 compounds, 2% hits; B-score at 10 µM; AID 1918, 2009; ATP-sensitive inward rectifier potassium channel 1 (Homo sapiens), P48048; Tet-inducible ROMK, thallium flux fluorescence; actives lie on both sides;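 active = signal ratio slope over the read window, or its plate-corrected B-score, at least 3 SD from the plate mean, either direction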;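 note: B-score of the F/F0 ratio slope over 7 to 12 s after thallium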
* = called active by the depositor; / = no result given; & = joins results of further samples.

SMILES	Diaph inh CS	PPARg SRC-3 ag	TR-FRET SRC-2 ct	Diaphorase act	G6PDH counter	PPARg SRC1 recr	PMI act	S1P3 antagonist	PMI act satM6P	PPARg SRC2 recr	ROMK mod
CC(=O)OCC(=O)c1c[nH]c2ccccc12	5	1	1573	1	2	3	1	1	1	4	0.14
CCCCn1c(N)c(Sc2ccccc2)c(=O)[nH]c1=O	8	2	1275	0.9	3	-2	1	/	1	-3	0.12
COCCCn1c(N)c(-c2nc3ccccc3n2C)c2nc3ccccc3nc21	11	5	1516	0.9	10	4	0.8	/	0.9	-1	-4.3*
CCOc1ccc(N/C=C/C(=O)c2ccc(C)cc2)c([N+](=O)[O-])c1	-10	19	1659	1.1	8	24*	1	/	1.1	13	/
COC(=O)CSc1nc(C)c2c(n1)CCCC2	4	2	1575	1	6	4	1	11	1.1	3	0.98
CCN(CC)S(=O)(=O)c1ccc(OC)c(NC(=O)c2cc3c(=O)n4ccccc4nc3s2)c1	26	3	1579	0.7	-39	3	0.9	-6	0.9	3	/
O=C(Nc1ccccc1)C1CCCCN1S(=O)(=O)c1ccccc1 (centres undefined)	4	4	1613	1	6	8	1	-17	1	6	-0.75
CC(C)CCC(C(=O)O)C(C)CC(=O)NNC(=O)c1ccco1 (centres undefined)	/	-4	1602	/	10	-4	/	-6&1	/	5	1
Brc1nc(Br)n(Cc2ccccc2)n1	5	2	1539	1	12	0	1	-5	1	-2	0.33
CC(C)CC(=O)Nc1cc(C(F)(F)F)ccc1N1CCOCC1	7	-5	1586	0.9	8	-2	0.9	/	1	0	0.67
CN1CCCC1CCNC1C2CC3CC(C2)CC1C3 (centres undefined)	6	11	1492	0.9	4	1	1.1	/	1	9	/
CCN1CNC(=S)N(c2cccc(C)c2C)C1	3	13	1389	1	0	10	1.1	/	1.1	-3	/
CC(C)CNC(=S)NNC(=O)c1csc2c1CCCC2	4	0	1630	1	5	-8	1.1	/	1	3	-1.3
O=C(NCc1cccnc1)NC1(C(F)(F)F)Oc2ccc(Cl)cc2O1 (centres undefined)	28	3	1698	0.7	-12	5	0.8	10	0.8	0	/
CC(=O)c1ccc(NC(=O)/C(=C\c2ccccc2)NC(=O)c2ccco2)cc1	6	-4	1438	0.9	3	-2	1.1	-8	1	3	-0.64
CC(C)(O)C(=O)NN(C(=O)c1ccccc1)c1cccc(Br)c1	3	-6	1530	1	2	4	1	/	1.1	4	/
Cc1cc(Cl)c(OCCCN2CCCCC2)c(Br)c1	0	-3	1437	1	11	0	1.1	-9	1.1	-6	-2.7
CC(=O)Oc1cc2c(C(C)=O)coc2c2ccccc12	-5	0	1467	1.1	2	-3	1	-2	1	3	-0.034
COc1ccc(/C=C(/NC(=O)c2cccc([N+](=O)[O-])c2)C(=O)O)cc1	12	3	1702	0.9	0	4	1.7	-9	2*	-4	-0.72
CC(C)NC(=O)c1cccc(Cn2cc(Cl)cn2)c1	21	0	1567	0.8	8	3	0.9	1	0.9	5	/

Brought forward from above: 3 entries, then new ones.
SMILES	Diaph inh CS	PPARg SRC-3 ag	TR-FRET SRC-2 ct	Diaphorase act	G6PDH counter	PPARg SRC1 recr	PMI act	S1P3 antagonist	PMI act satM6P	PPARg SRC2 recr	ROMK mod
CC(=O)Oc1cc2c(C(C)=O)coc2c2ccccc12	-5	0	1467	1.1	2	-3	1	-2	1	3	-0.034
COc1ccc(/C=C(/NC(=O)c2cccc([N+](=O)[O-])c2)C(=O)O)cc1	12	3	1702	0.9	0	4	1.7	-9	2*	-4	-0.72
CC(C)NC(=O)c1cccc(Cn2cc(Cl)cn2)c1	21	0	1567	0.8	8	3	0.9	1	0.9	5	/
CCN(CC)CCN1C(=O)C(O)=C(C(=O)c2sc(C)nc2C)C1c1cccnc1 (centres undefined)	10	4	1457	0.9	-19	-13	0.9	-10	1	2	/
CC(=O)N1CCN(c2ccccc2NC(=O)Cc2ccc(Cl)cc2)CC1	15	0	1524	0.8	10	-6	0.9	-12	0.9	-8	-0.22
O=C(CN1CCN(Cc2ccccc2)CC1)Nc1ccc(-n2cnnn2)cc1	3	-5	1573	1	8	6	1	-12	1.1	5	-0.2
CC(C)(C)c1ccc(N2C(=O)Cc3c2nc(N)c(C#N)c3N)cc1	6	18	1620	0.9	6	8	1	/	1	15	/
CC(CCc1ccccc1)NC(=O)CN1CCN(Cc2ccccc2)C1=O (centres undefined)	21	0	1426	0.8	4	5	1	/	0.9	-2	-0.51
CCOC(=O)c1sc2nc(N3CCOCC3)c3c(c2c1N)CCN(Cc1ccccc1)C3	27	10	1407	0.7	-7	0	0.8	/	0.8	0	/
CCN(CC)S(=O)(=O)c1cccc(-c2nnc(SCc3nnc(-c4ccccc4)o3)n2C)c1	11	-6	1397	0.9	2	6	1	/	1.1	5	/
COc1ccc(C(=O)NNC(=O)CSc2nnc(-c3cccnc3)o2)cc1	/	2	1454	/	17	-2	/	-24	/	-2	0.088
Cn1c(SCC(=O)O)nc2ccccc2c1=O	-10	-8	1441	1.1	-4	0	1.2	4	1.2	-14	/
CCOc1ccccc1OCC(=O)NCc1ccco1	20	14	1542	0.8	8	0	0.9	-2	0.9	9	-0.21
C=CCNc1nnc(C)c2ccccc12	6	8	1518	0.9	-6	4	1.1	-8	1	6	/
CCCCC1(C)NC(=O)c2c(C)sc(C(=O)OCC)c2N1 (centres undefined)	4	12	1961	1	11	12	0.9	/	1	4	/
COc1cc(OC)cc(C(=O)NCCN2C(=O)S/C(=C\c3cccs3)C2=O)c1	24	-1	1633	0.8	-2	-1	1	0	0.9	-1	-0.17
COc1ccc(CCn2c(-c3ccc(C(C)(C)C)cc3)n[nH]c2=S)cc1OC	15	7	1444	0.9	1	0	0.9	-11	0.9	-4	-0.24
Cc1ccc(Cn2c(SCC(=O)NCC3CCCO3)nc3c2c(=O)n(C)c(=O)n3C)cc1 (centres undefined)	11	2	1669	0.9	17	4	0.9	-1	0.9	0	-0.11
Cc1ccc(C(=O)COC(=O)c2cc(=O)[nH]c3ccccc23)cc1	4	-1	1543	1	-2	-2	1.1	-3	1.1	-8	0.38
CCC(=O)Nc1cc2nn(-c3ccc(OC)cc3)nc2cc1C	-8	-1	1670	1.1	4	7	1	4	1	6	/
COc1ccccc1CNC(=O)c1ccc(SC)cc1OC	2	2	1662	1	4	-2	1	/	1.1	7	/
CCCn1nnc(NC(=O)c2cc(Br)cc(Br)c2OC)n1	10	0	1460	0.9	14	1	1	/	0.9	-5	-0.066
Cc1cccc(N2CCC(N=CN(C)C)=N2)c1	-2	6	1459	1	9	11	1	4	1	5	0.34
COc1ccc(NC(=O)CSc2nc3cccnc3n2C)cc1	16	0	1635	0.8	19	16	0.8	-17	0.8	1	-1.8
CS(=O)(=O)N1CCN(c2ccccc2NC(=O)c2ccc([N+](=O)[O-])o2)CC1	16	-2	1739	0.8	1	5	0.9	8	0.9	6	-0.33
COc1ccc(NC(=O)C2CCCN(C)C2)cc1OCC(C)C (centres undefined)	2	4	1603	1	9	-2	1	/	0.9	10	-0.54
COc1ccccc1Nc1nc(=O)[nH]nc1C	9	4	1505	0.9	-5	-4	1	/	1	11	0.065
COc1ccc(CCNS(=O)(=O)c2cccc(C(=O)O)c2)cc1OC	11	6	1392	0.9	11	8	0.9	-53	0.9	14	/
Cc1ccc(S(=O)(=O)Nc2ccccc2CNc2ccc(Br)cn2)cc1	28	0	1478	0.7	4	9	0.8	14	0.8	8	0.72
Cc1ccc(S(=O)(=O)N2C(=O)C(C)SC2=Nc2ccccc2)cc1 (centres undefined)	17	6	1480	0.8	1	4	0.9	-17	0.9	-3	0.011
Clc1nc(-c2n[nH]nc2Cl)n[nH]1	10	-1	1561	0.9	-13	3	1	/	1	-1	0.38
Cc1ccc2nsnc2c1NC(=O)c1ccc(-c2cc(Cl)ccc2Cl)o1	20	7	1737	0.8	16	8	0.9	/	0.6	-1	/
COc1ccc(CN2CC(C(=O)NCc3cccc(OC)c3)CC2=O)cc1 (centres undefined)	11	0	1448	0.9	4	6	0.9	-26	0.9	3	-1.2
COc1ccc(OC)c(-c2c3c([nH]c(=S)c2C#N)CCCC3)c1	11	8	1970	0.9	3	18	1.7	-10	1.6	16	/
COc1cc(NC(=O)C2CCCC2)c(OC)cc1Cl	0	5	1599	1	11	-1	1	-11	1	11	-0.39
Cc1cc(C)n(/N=C/c2cccc([N+](=O)[O-])c2)c(=O)c1	15	6	1481	0.9	21	7	0.9	-17	0.8	1	-0.77
Cn1nccc1CNC(=O)c1c(Cl)cnn1C	46	2	1545	0.5	2	4	0.6	-9	0.7	8	0.47
CCN(Cc1ccccc1)c1ccc(/C=N/N2CCOCC2)cc1	15	3	1581	0.8	6	-1	0.8	4	0.9	1	0.0033
CCn1nc(NC(=O)c2ccncc2)c2cc3ccc(C)cc3nc21	15	4	1609	0.9	7	9	1.1	-7	1	1	-0.55
O=C(O)c1cccc(-c2ccc(/C=N/NC(=O)c3cccnc3)o2)c1	6	-1	1440	0.9	0	-2	1.2	1	1	-4	-0.19
Oc1ccc(-c2cn3cc(C(F)(F)F)ccc3n2)cc1	10	3	1460	0.9	8	10	1	3	1	5	/
COc1ccccc1CNc1ccc2nnc(CCNC(=O)c3ccccc3)n2n1	2	-4	1483	1	-1	-4	1	3	1.1	-7	0.45
